# Screening results (PubChem BioAssay)
# Pin1 inh – blocks the human prolyl isomerase Pin1; Q13526; Pin1 FP peptide displacement, HiFluor488, 10 min; Potency, µM (titrated, usually from 115 µM), for the others: top-dose activity, negative = inhibition, most hits filed as inhibitors; 390,000 compounds, 0.009% hits; active = well fitted inhibition curve with a large enough effect in the polarisation, with a control signal flat, not every such curve was filed as active; inconclusive = small, poorly fitted or top-dose-only effect, or effect the other way, or a change in a side signal; inactive = no such curve, though single readings can be large or run the other way; the % refers to the polarisation; also: potency is read from the fitted curve at half-maximal effect; % is scaled to controls: 0 for no effect and ±100 for the full control effect
# Target sequence (Q13526 whole entry, looked up): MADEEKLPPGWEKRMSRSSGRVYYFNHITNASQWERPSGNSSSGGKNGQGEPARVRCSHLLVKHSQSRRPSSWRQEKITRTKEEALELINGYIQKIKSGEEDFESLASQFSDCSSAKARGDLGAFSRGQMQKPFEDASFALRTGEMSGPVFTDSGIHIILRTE
# IDH1 R132H inh – inhibitors of human mutant IDH1 R132H | Potency, µM (top dose mostly 76.6 µM), for the others: top-dose activity change, negative = inhibition, hits mostly inhibitors | IDH1-R132H enzyme, NADPH consumption, diaphorase/resazurin fluorescence | 390,000 compounds, 0.093% hits | AID 602179; also: potency is read from the fitted curve at half-maximal effect; % is scaled to controls: 0 for no effect and ±100 for the full control effect; nearly all actives have a fitted effect of over 65% in size
# Target sequence (O75874 whole entry R132H, stated change not applied): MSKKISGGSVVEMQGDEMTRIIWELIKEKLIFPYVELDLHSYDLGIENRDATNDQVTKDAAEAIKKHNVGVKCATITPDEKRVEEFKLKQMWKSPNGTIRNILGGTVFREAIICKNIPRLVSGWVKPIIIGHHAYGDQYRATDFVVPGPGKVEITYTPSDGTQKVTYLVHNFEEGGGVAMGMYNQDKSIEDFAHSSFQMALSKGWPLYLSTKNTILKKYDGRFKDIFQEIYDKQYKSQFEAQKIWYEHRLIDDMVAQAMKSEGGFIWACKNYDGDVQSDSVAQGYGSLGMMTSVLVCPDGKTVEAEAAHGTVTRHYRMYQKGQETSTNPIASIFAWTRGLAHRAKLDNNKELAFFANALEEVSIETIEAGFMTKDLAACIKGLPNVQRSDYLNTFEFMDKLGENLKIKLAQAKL
#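 IDH1-R132H (0.5 ug/mL) preincubated 30 min with compound, then NADPH (0.016 mM) and alpha-KG (2 mM) added; 80 min at RT, pH 7.5. Remaining NADPH coupled via diaphorase/resazurin to fluorescence (540/590 nm); concentration-response curves normalized to no-enzyme control.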
# D2 agonist – activates the human D2 dopamine receptor; AID 485358; HEK293 T-REx D2 cells, calcium flux agonist mode; activation, % at 2 µM; P14416; 340,000 compounds, 0.53% hits;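 active = activation over 3 SD above normal in the single-dose calcium agonist read, cut at about 30% in these data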; also: 0% is about no effect
#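 Calcium-flux readout, 1 cycle/sec over 180 s following compound pin transfer, in inducible HEK293 Trex D2 cells (force-coupled); dopamine controls included. Positive calcium responses during this window marked compounds as potential agonists.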
# TRHR enhancer – allosterically enhances the human TRH receptor; P34981; TRHR cells, fluo-8 calcium fluorescence, EC20 TRH enhancement; enhancement, % at 2 µM; 360,000 compounds, 0.66% hits; AID 493056; in the data active = enhancement above about 30%; also: 0% is about no effect
# Target sequence (P34981 whole entry, looked up): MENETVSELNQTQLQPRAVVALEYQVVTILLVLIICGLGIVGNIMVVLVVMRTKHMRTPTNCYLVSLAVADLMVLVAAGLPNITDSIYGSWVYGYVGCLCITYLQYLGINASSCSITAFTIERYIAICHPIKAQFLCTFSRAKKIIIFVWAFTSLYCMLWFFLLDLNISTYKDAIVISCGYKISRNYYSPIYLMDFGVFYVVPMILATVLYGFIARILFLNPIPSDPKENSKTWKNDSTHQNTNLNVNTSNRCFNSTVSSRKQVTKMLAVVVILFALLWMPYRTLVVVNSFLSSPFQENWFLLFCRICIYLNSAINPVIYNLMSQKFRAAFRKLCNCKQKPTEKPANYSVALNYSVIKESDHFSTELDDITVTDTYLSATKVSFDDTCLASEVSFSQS
#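 TRHR-expressing cells loaded with fluo-8 calcium dye were read kinetically (ex 480/em 530) during compound addition, then stimulated with an EC20 of TRH (10 nM final). Enhancement of the Gq-mediated intracellular calcium response was scored.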
# rTrxR1 inhibitor – inhibitors of rat thioredoxin reductase 1. 390,000 compounds, 1% hits. Potency, µM (doses to about 114 µM), inactives show at the top dose activity change, negative = inhibition, most hits filed as inhibitors. O89049. recombinant rTrxR1, NADPH fluorescence consumption, selenite substrate. AID 588453; also: potency is read from the fitted curve at half-maximal effect; % is scaled to controls: 0 for no effect and ±100 for the full control effect; nearly all actives have a fitted effect of over 65% in size
#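 Rat TrxR1 (90 nM in the dispensed reagent) was pre-reduced with 400 uM NADPH for 5 min at room temperature, then incubated with compound for 15 min. After 400 uM selenite was added, NADPH fluorescence (Ex 340/Em 450 nm) was followed for 8 min.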
# TrxR1 substrate – substrates of rat thioredoxin reductase 1. purified TrxR1 substrate turnover, NADPH consumption readout. 390,000 compounds, 0.01% hits. AID 588456. O89049. Potency, µM (doses to about 114 µM), for inactives: at the top dose activity change, negative = substrate turnover; also: potency is read from the fitted curve at half-maximal effect; % is scaled to controls: 0 for no effect and ±100 for the full control effect; nearly all actives have a fitted effect of over 50% in size
#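 Rat TrxR1, dispensed at 90 nM, was prereduced with 400 uM NADPH (final) for 5 min at ~22 deg C, then incubated with compound 15 min before 400 uM selenite. A first-read NADPH fluorescence drop versus no-compound background flagged substrates.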
# USP1-UAF1 inh – USP1/UAF1 (human) deubiquitinase inhibition. AID 743255. 390,000 compounds, 0.23% hits. O94782. recombinant USP1/UAF1, Ub-Rhodamine cleavage fluorescence. Potency, µM (titrated, usually from 57.1 µM), without a hit: at the top dose activity change, negative = inhibition, most hits filed as inhibitors; also: potency is read from the fitted curve at half-maximal effect; % is scaled to controls: 0 for no effect and ±100 for the full control effect; nearly all actives have a fitted effect of over 60% in size; inactives centre near -12
#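 High-throughput fluorogenic screen: 1nM USP1/UAF1 complex, Ub-Rho substrate 150nM final, 50mM HEPES pH 7.8 with 0.5mM EDTA, 0.1 mg/ml BSA, 1mM TCEP and 0.01% Tween-20.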
# D2 antagonist – antagonizes the human D2 dopamine receptor. 340,000 compounds, 2% hits. P14416. inhibition, % at 10 µM. HEK293 TREx D2 cells, calcium flux, dopamine EC80. AID 485344; in the data active = inhibition above about 30%; also: 0% is about no effect
#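 Read-out: kinetic calcium fluorescence (1 cycle/s) in inducible HEK293 T-REx D2 cells after an EC80 dopamine addition that followed 180 s compound preincubation. Loss of the dopamine response indicates antagonism.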
# TRHR ag – agonists of human TRH receptor; AID 493084; activation, % at 2 µM; TRHR cells, calcium flux fluo-8, FDSS agonist mode; 360,000 compounds, 0.18% hits; in the data active = activation above about 30%; also: 0% is about no effect
#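 In this calcium-flux screen, cells bearing human TRHR are dye-loaded with fluo-8, baselined for 10 cycles, then exposed to library compounds; positive kinetic calcium responses during the agonist phase mark hits, with TRH as control.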
# The depositor's hits bear a star; ? = inconclusive; · = no result given; & = joins results of further samples; [ ] = another dose, or the depositor's remark. Unless noted, calls follow the shape of the dose curve; as a rule, active = well fitted inhibition curve with a large enough effect; inconclusive = small, poorly fitted or top-dose-only effect; inactive = no such curve, though single readings can be large or run the other way. Only part of the results is shown; rates above refer to the full screens.
SMILES	Pin1 inh	IDH1 R132H inh	D2 agonist	TRHR enhancer	rTrxR1 inhibitor	TrxR1 substrate	USP1-UAF1 inh	D2 antagonist	TRHR ag
CCOc1ccc(C(=O)Nc2ccc(S(=O)(=O)N3C[C@@H]4C[C@@H](C3)c3cccc(=O)n3C4)cc2)cc1	1%	-1%	·	-1	0%	5%	-14%	·	-0.9
O=C(CSc1nc(-c2ccco2)cc(C(F)(F)F)n1)Nc1ccc(C(=O)N2CCCCC2)cc1	1%	6%	0.5	3	-11%	-11%	-27%	10	0.1
O=C(N/N=C/c1cccs1)c1cccnc1	-8%	0%	0.2	20	10%	-3%	-24%	-11	0.2
O=C(O)C1C2C=CC3(O2)C1C(=O)N1c2ccccc2C2OCCC2C13 (stereo not given)	-15%	3%	0.3	8	2%	8%	-11%	11	-0.2
O=C(CN1C(=O)NC2(CCCC2)C1=O)N1CCN(S(=O)(=O)c2ccccc2Br)CC1	8%	-4%	0.7	3	11%	3%	-13%	-2	0.2
CCOC(=O)/C(C#N)=C/Nc1cc(F)ccc1C	-1%	3%	-1.2	-1	13%	3%	-13%	-1	-2.7
Cc1ccc(CNC(=S)Nc2cc(C)ccc2OC(F)F)cc1	-1%	0%	-0.8	-2	-14%	0%[57.1 µM]	-16%	-4	-0.6
CC(=O)Nc1ccc(NC(=O)C2CCCN(S(=O)(=O)c3ccc(-n4cnnn4)cc3)C2)cc1 (stereo not given)	?	-1%	5.3	4	8%	1%	-3%	12	-0.1
Cc1noc(C)c1COc1ccc(C(=O)OCC(=O)NCc2ccccc2Cl)cc1	-1%	0%	0.1	-3	-1%	-2%	-16%	0	-0.3
COc1ccccc1NC(=O)CSc1nc2ccccc2c(=O)n1CC1CCCO1 (stereo not given)	5%	-2%	1.2	4	19%[57.1 µM]	3%[57.1 µM]	-11%	-1	-0.3
O=C(Nc1ccc2oc(-c3cccnc3)nc2c1)c1ccc(Br)o1	16%	13%	0.0	4	45µM*	10%	-20%	-8	0.5
COc1ccccc1N1CCN(C(=O)c2ccc3c(c2)CCN3S(C)(=O)=O)CC1	-2%	-8%	·	11	18%[57.1 µM]	3%[57.1 µM]	-8%	·	-0.6
Nc1c(-c2ccccc2)nc(Cl)nc1-c1ccccc1	1%	0%	-0.5	6	-13%[57.1 µM]	209%[activator][57.1 µM]	2%	-5	-0.2
CSc1cccc(N2C(=O)C3CCCN3C2=S)c1 (stereo not given)	-2%	-7%	-2.3	2	-4%	-9%	-23%	-3	-0.5
O=C(NCC(c1ccco1)N1CCc2ccccc21)c1cccc([N+](=O)[O-])c1 (stereo not given)	-12%	0%	-0.7	-5	6%[57.1 µM]	1%[57.1 µM]	-27%	26	0.4
Cc1ccc2cc(CN(CC(C)C)C(=O)C3CCCO3)c(=O)[nH]c2c1 (stereo not given)	1%	0%	0.5	-2	9%	15%	-15%	-16	0.2
CC(C)(C)c1ccc(OCCC(=O)Nc2cccc(S(=O)(=O)N3CCCCC3)c2)cc1	1%	0%	1.1	7	13%[57.1 µM]	5%[57.1 µM]	-12%	-10	0.6
Cc1ccc(Nc2cc(C)nc3ncnn23)c(Cl)c1	1%	-4%	-0.5	0	2%	-6%	-11%	-2	-0.7
O=C(Cc1cccs1)N=Nc1c(O)[nH]c2ccccc12	?	-9%	-0.5	43*	-5%	-8%	-20%	-4	-1.6
Cc1[nH]c2ccccc2c1/C=N/NC(=O)c1ccccc1	3%	6%	-4.1	-11	-6%[57.1 µM]	-11%[57.1 µM]	-22%	18	-2.1
COc1ccccc1C(=O)NCCC(=O)NC1CCCCC1C (stereo not given)	2%	-3%	0.0	0	-12%	-11%	-9%	-3	0.1
Cn1cc(CN2CCCC(C(=O)Nc3ccc(-c4cccc(F)c4)cc3)C2)cn1 (stereo not given)	4%	4%	1.5	-2	20%	-2%	-15%	14	0.3
O=S(=O)(NC1CC1)c1ccc(Cl)cc1	-12%	3%	-1.5	11	9%	2%	-13%	4	-0.4
C=CCSc1nnc2c(n1)OC(c1ccccn1)N(C(C)=O)c1ccccc1-2 (stereo not given)	0%	1%	0.8	10	6%[57.1 µM]	-10%	-6%	-5	-0.2
CSc1ncccc1C(=O)OCC(=O)c1cc2ccccc2o1	1%	7%	-0.9	-10	-9%	-1%	-15%	0	-0.9
COc1cccc(N2CCN(c3ncnc4onc(-c5ccc(Cl)cc5)c34)CC2)c1	1%	7%	-0.5	-3	5%[57.1 µM]	5%[57.1 µM]	-25%	·	-0.1
Cc1cccc(NC(=O)C2CC(=O)N(c3ccccc3)C2)c1C (stereo not given)	1%	0%	-0.8	-6	9%[57.1 µM]	11%[57.1 µM]	1%	6	0.1
COc1ccc(NC(=O)C(NC(=O)/C=C\c2ccc3c(c2)OCO3)c2ccccc2)cc1 (stereo not given)	9%	24%	0.6	0	29%	6%	-16%	·	0.6
CSc1ccc(S(=O)(=O)NCC(=O)OCC(=O)N(Cc2ccccc2)C(C)C)cc1[N+](=O)[O-]	-5%	-9%	-0.2	-8	6%	-11%[57.1 µM]	-7%	5	0.2
CCOC(=O)NC1(C(F)(F)F)C(=O)N(Cc2ccccn2)C2=C1C(=O)CC(C)(C)C2 (stereo not given)	4%	-4%	0.0	2	17%	0%	-4%	2	-0.1

# (further entries)
# Sequence of screens: Pin1 inh	IDH1 R132H inh	D2 agonist	TRHR enhancer	rTrxR1 inhibitor	TrxR1 substrate	USP1-UAF1 inh	D2 antagonist	TRHR ag
CCC(C)(C)C1CCC2(CC1)NC(=O)N(CC(=O)N(C)CC(=O)Nc1ccccc1C(F)(F)F)C2=O (stereo not given)
    -7%	4%	0.0	3	9%	2%	-21%	7	1.3
O=C(Nc1ccc(OC(F)(F)F)cc1)NC1COc2ccccc2C1 (stereo not given)
    -3%	-14%	0.1	-3	8%[57.1 µM]	-6%[57.1 µM]	?	·	0.5
O=Cc1c(Cl)nc2ccccn12
    5%	6%	0.5	-1	21%[11.4 µM]	9%[11.4 µM]	-13%	2	0.1
COC(=O)COc1ccc(/C=N/NC(=O)c2ccc(N(Cc3ccccc3)S(C)(=O)=O)cc2)cc1
    5%	7%	-0.4	-1	-10%	-8%	-5%	6	0.3
CN/C(=C\[N+](=O)[O-])NCCSCc1csc(CN(C)C)n1
    -7%	9%	·	·	2%	-2%	-4%	·	·
COC(=O)/C=C1/S/C(=N/NC(=O)c2ccccc2OC)NC1=O
    -1%	20%	-0.4	-4	-24%	-8%	-8%	9	0.0
CCN(C(=O)c1cc2cccc(OC)c2oc1=O)C1CCCCC1
    -5%	7%	0.3	-3	-4%	-3%	2%	-12	0.3
Cc1ccc(CC(=O)N2CCOCC2)cc1
    -1%	8%	-0.4	-5	20%	-2%	-1%	-2	-0.6
CN1CCN(c2cc3c(cc2F)c(=O)c(C(=O)O)cn3CCF)CC1
    -1%	9%	0.9	-2	9%	22%	-12%	19	0.6
Cc1cccc2cc(C(c3nnnn3Cc3ccccc3)N3CCCc4ccccc43)c(=O)[nH]c12 (stereo not given)
    5%	-7%	-0.3	9	-7%	5%	-7%	3	0.5
Cc1cc(S(=O)(=O)Nc2cc3c(cc2NCc2ccccc2)n(C)c(=O)n3C)ccc1F
    3%	16%	-1.2	3	2%	73%[activator]	-18%	·	-0.9
CC(C)(C)c1ccc(S(=O)(=O)N2CCCCC2)cc1
    -6%	-1%	1.3	-2	15%[57.1 µM]	-7%	-27%	-6	-0.2
COc1ccc(S(=O)(=O)Cc2ccc(C(=O)N3CCN(c4cc(C)ccc4C)CC3)o2)cc1
    ?	-10%&12%	0.3	-5&13	15%&11%	2%&3%	-24%&-30%	·	-0.2&-0.3
CNC[C@H]1Oc2ccc(NC(=O)Nc3ccccc3)cc2CC(=O)N([C@H](C)CO)C[C@H]1C
    25%	-16%	·	·	4%[57.1 µM]	5%[57.1 µM]	18%	·	·

# Ordered by length of the SMILES (highest first): some entries from above
# Sequence of screens: Pin1 inh	IDH1 R132H inh	D2 agonist	TRHR enhancer	rTrxR1 inhibitor	TrxR1 substrate	USP1-UAF1 inh	D2 antagonist	TRHR ag
COC(=O)COc1ccc(/C=N/NC(=O)c2ccc(N(Cc3ccccc3)S(C)(=O)=O)cc2)cc1
    5%	7%	-0.4	-1	-10%	-8%	-5%	6	0.3
CN1CCN(c2cc3c(cc2F)c(=O)c(C(=O)O)cn3CCF)CC1
    -1%	9%	0.9	-2	9%	22%	-12%	19	0.6
CN/C(=C\[N+](=O)[O-])NCCSCc1csc(CN(C)C)n1
    -7%	9%	·	·	2%	-2%	-4%	·	·
O=Cc1c(Cl)nc2ccccn12
    5%	6%	0.5	-1	21%[11.4 µM]	9%[11.4 µM]	-13%	2	0.1
